Tn6 DDE FP – inhibitors of Tn6 peptide binding to fibrin DD(E), primary screen, biochemical, fluorescence polarization, human fibrin, Tn6 probe; 0.21% of 370,000 active; Fibrinogen beta chain (Homo sapiens), P02675; Fibrin DD(E) TRITC-Tn6 fluorescence polarization displacement; inhibition, % at 8.3 µM;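 active = inhibition above a per-campaign cutoff: mean of compounds within control limits plus 3 SD, cut at about 15% in these data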;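 note: 0% = median of all compound wells on the plate and 100% = blocking peptide control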
Target sequence (P02675 whole entry, looked up): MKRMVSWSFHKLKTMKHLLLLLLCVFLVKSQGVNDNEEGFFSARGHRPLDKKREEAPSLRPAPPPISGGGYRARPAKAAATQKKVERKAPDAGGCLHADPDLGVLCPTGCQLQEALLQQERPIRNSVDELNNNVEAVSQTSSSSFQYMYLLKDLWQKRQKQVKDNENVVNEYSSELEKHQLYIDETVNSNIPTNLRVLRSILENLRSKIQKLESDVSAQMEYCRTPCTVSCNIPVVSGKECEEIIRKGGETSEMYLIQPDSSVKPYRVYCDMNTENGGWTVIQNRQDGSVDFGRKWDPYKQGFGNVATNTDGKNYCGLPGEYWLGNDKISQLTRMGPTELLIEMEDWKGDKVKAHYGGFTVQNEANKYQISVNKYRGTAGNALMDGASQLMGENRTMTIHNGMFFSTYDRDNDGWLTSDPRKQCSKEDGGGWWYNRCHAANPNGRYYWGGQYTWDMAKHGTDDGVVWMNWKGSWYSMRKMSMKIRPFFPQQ
SIAE inh – human SIAE inhibitors, primary screen, biochemical, fluorescence polarization, FP-Rh probe, 1536-well HTS. SIAE FP-Rh probe binding. inhibition, % at 9.66 µM. AID 1053197, 2014. 0.69% of 370,000 active;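 active = inhibition above a cutoff: mean of compounds within the control limits plus 3 SD of those, cut at about 17% in these data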;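 note: 0% = plate median of compound wells and 100% = probe without SIAE protein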
TDP2 inh – human TDP2 enzyme inhibitors, primary screen, biochemical, epi absorbance, recombinant enzyme | Tyrosyl-DNA phosphodiesterase 2 (Homo sapiens), O95551 | T5PNP hydrolysis, p-nitrophenol absorbance 415 nm | inhibition, % at 12.8 µM | 0.34% of 370,000 active | AID 720702, 2013;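 active = inhibition above the mean of all tested compounds plus 3 SD, set per campaign, cut at about 25% in these data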;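 note: 0% = DMSO with enzyme and 100% = buffer with substrate but no TDP2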
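Incubation: 2 h at 37 °C; Test system: recombinant human TDP2; Quantity: enzyme 120 nM; Read-out basis: percent inhibition; Medium: 50 mM Tris-HCl pH 7.5 with Mg2+, KCl, DTT, BSA; Repeats: single replicate; Compound: 12.8 µM single point, 1% DMSO; Signal: epi absorbance; Reagent: 5 mM T5PNP chromogenic substrate; Benchmarks: no-enzyme high, DMSO-plus-enzyme low.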
ADAM10 inh – human ADAM10 inhibitors, primary screen, biochemical, QFRET, HTS | AID 720582, 2013 | inhibition, % at 7 µM | Disintegrin and metalloproteinase domain-containing protein 10 (Homo sapiens), O14672 | recombinant ADAM10, EDANS/DABCYL FRET peptide cleavage, 3 h | 0.62% of 370,000 active;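 active = inhibition above a per-campaign cutoff equal to the mean of compounds falling between control-based bounds plus 3 SD, cut at about 20% in these data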;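 note: 0% = DMSO wells while the 100% control is not disclosed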
Target sequence (O14672 214-748 limits assumed): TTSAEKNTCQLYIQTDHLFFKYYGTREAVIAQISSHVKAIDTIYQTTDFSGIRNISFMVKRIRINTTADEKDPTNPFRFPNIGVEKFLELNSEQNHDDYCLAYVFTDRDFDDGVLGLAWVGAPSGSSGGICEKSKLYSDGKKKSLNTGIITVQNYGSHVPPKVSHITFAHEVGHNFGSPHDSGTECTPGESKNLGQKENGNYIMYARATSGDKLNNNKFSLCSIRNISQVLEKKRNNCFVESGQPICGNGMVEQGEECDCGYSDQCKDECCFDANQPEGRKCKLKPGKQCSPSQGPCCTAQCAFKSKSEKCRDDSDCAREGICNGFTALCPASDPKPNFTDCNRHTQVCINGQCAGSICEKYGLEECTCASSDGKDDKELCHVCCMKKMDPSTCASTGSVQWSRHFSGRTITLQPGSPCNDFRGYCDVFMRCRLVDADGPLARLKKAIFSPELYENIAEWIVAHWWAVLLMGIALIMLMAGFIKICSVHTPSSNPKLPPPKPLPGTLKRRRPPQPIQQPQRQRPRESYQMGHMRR
Tn7 DDE FP – inhibitors of Tn7 peptide binding to fibrin DD(E), primary screen, biochemical, fluorescence polarization, human fibrin, Tn7 probe; FP displacement of FITC-Tn7 peptide from fibrin DD(E); 0% = median of compound wells per plate; inhibition, % at 8.3 µM; 0.13% of 370,000 active; AID 720508, 2013;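 active = inhibition above the mean of compounds falling within the control limits plus 3 SD of them, cut at about 14% in these data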;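 note: 0% = plate median of compound wells and 100% = 10 µM Aha-Tn7 peptide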
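system = human fibrin DD(E) protein | quantity = DD(E) 2 µM final | medium = Tris/NaCl/CaCl2 buffer, pH 7.8 | also added = labelled Tn7 tracer, 0.1 µM | compound dosing = single point at 8.3 µM | timing = compound with protein 10 min, then 3 h after probe, room temperature | signal = FP measurement | benchmarks = Aha-Tn7 high control | repeats = one replicate per compound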
PLCb3 inh – human PLC-beta3 inhibitors, primary screen, biochemical, fluorescence; AID 720704, 2013; inhibition, % at 12.2 µM; 0.18% of 370,000 active; Purified PLC-beta3, fluorogenic substrate; 1-phosphatidylinositol 4,5-bisphosphate phosphodiesterase beta-3 (Homo sapiens), Q01970; in the data active = inhibition above about 11%;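 note: 0% = median of compound wells on plate and 100% = full blocker control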
PLC-gamma1 inh – PLC-gamma1 enzyme inhibitors, primary screen, biochemical, fluorescence, purified enzyme | 1-phosphatidylinositol 4,5-bisphosphate phosphodiesterase gamma-1 (Homo sapiens), P19174 | fluorogenic substrate | inhibition, % at 12.2 µM | 0.84% of 370,000 active | AID 720700, 2013; in the data active = inhibition above about 9.5%
ASAP1 inh – inhibitors of human ASAP1 ArfGAP activity, primary screen, biochemical, fluorescence polarization; Arf-GAP with SH3 domain, ANK repeat and PH domain-containing protein 1 (Homo sapiens), …; ASAP1-stimulated ARF1 GTP hydrolysis, GDP FP detection; inhibition, % at 16.5 µM; 0.19% of 360,000 active; AID 624377, 2012; in the data active = inhibition above about 25%;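 note: 0% = vehicle with enzyme and substrate and 100% = no enzyme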
ARFGAP1 inhibitor – inhibitors of rat ARFGAP1 GAP activity, primary screen, biochemical, fluorescence polarization, GDP tracer | inhibition, % at 16.5 µM | 0.26% of 360,000 active | Arfgap1-stimulated ARF1 GTP hydrolysis, GDP FP detection;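 active = inhibition above a per-plate limit, mean inhibition of low control wells plus 3 SD, cut at about 25% in these data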;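 note: 0% = DMSO wells with enzyme and 100% = wells lacking Arfgap1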
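System: truncated rat Arfgap1 GAP domain / Benchmarks: high control wells lacking Arfgap1, low control full reaction with DMSO / Times: compound-enzyme preincubation 20 min, reaction 120 min, detection 60 min, 25 °C / Repeats: one replicate per compound / Also added: human ARF1(Δ1-17)-GTP substrate / Measured by: Tracer-displacement fluorescence polarization with EDTA stop, 620/688 nm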
ADAM17 inh – ADAM17 inhibitors, primary screen, biochemical, QFRET. recombinant ADAM17, EDANS/DABCYL FRET peptide cleavage. inhibition, % at 6.95 µM. 0.83% of 370,000 active;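 active = inhibition above the mean of compounds lying between control limits plus 3 SD, set per campaign, cut at about 8.5% in these data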;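 note: 0% = DMSO-only wells as the low control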
The depositor's hits bear a star; i = inactive.

A first look (2 entries):
SMILES	Tn6 DDE FP	SIAE inh	TDP2 inh	ADAM10 inh	Tn7 DDE FP	PLCb3 inh	PLC-gamma1 inh	ASAP1 inh	ARFGAP1 inhibitor	ADAM17 inh
COc1ccc(CN2C(=O)c3ccccc3C2C(=O)NC2CCCCCC2)c(OC)c1 (configuration not stated)	8	-3	-10	1	-1	-6	0	8	-5	-1
CCN(CC)c1ccc(C=Nc2ccccc2)c(O)c1	11	7	-3	-4	4	-51	-38	-10	0	0

The list itself, previewed entries included:
SMILES	Tn6 DDE FP	SIAE inh	TDP2 inh	ADAM10 inh	Tn7 DDE FP	PLCb3 inh	PLC-gamma1 inh	ASAP1 inh	ARFGAP1 inhibitor	ADAM17 inh
COc1ccc(CN2C(=O)c3ccccc3C2C(=O)NC2CCCCCC2)c(OC)c1 (configuration not stated)	8	-3	-10	1	-1	-6	0	8	-5	-1
CCN(CC)c1ccc(C=Nc2ccccc2)c(O)c1	11	7	-3	-4	4	-51	-38	-10	0	0
CC(O)(c1ccccc1)c1nc(-c2ccc(F)c(Cl)c2)cs1 (configuration not stated)	1	-13	-10	15	9	2	0	3	6	3
Cc1ccc(C)c(Cn2cnc3c(cnn3C(C)(C)C)c2=O)c1	1	22*	9	11	12	2	0	-6	0	-3
Cc1cc(C)c2nc(N3C(=O)C(O)=C(C(=O)c4ccco4)C3c3ccco3)sc2c1 (configuration not stated)	-4	-15	-9	8	5	-86	-45	-1	-4	-1
CC(C)Oc1ccc(CNC(=O)Cn2c(=O)oc3ccccc32)cc1	7	1	5	-11	-1	-3	0	0	-9	3
OCCn1c(SCCOc2ccccc2F)nc2ccccc21	4	3	5	2	-3	3	2	-4	-8	0
O=C(CSc1nnc2ccccn12)c1ccc2c(c1)OCCO2	-8	-9	-1	5	-3	5	0	4	13	8
C/C(=N\NC(=O)c1c(Br)c(C)nn1C)c1cccc(NC(=O)c2ccccc2F)c1	5	-1	-11	8	5	2	3	1	-1	2
COC(=O)c1nc2ccccc2s1	6	-4	-4	-2	4	5	3	-5	-2	0
COC(=O)C1=CN(C)C=C(C(=O)OC)C1c1ccccc1Cl	2	4	-11	i	-5	i	-471	11	5	-415
O=C(COC(=O)CCC(=O)c1cccs1)Nc1ncc(Cl)cc1Cl	3	-2	7	-3	2	1	-1	-11	-16	-1
COc1cc(CCC(=O)OCC(=O)NCC2CCCCC2)cc(OC)c1OC	2	-2	4	-1	-2	-5	1	-11	3	-2
C/C(=N\NC(=O)c1cccc(C)c1)c1ccc(N2CCOCC2)cc1	-5	-3	-3	-2	2	-2	4	-7	20	0
Cc1cc(C2=NNC(=NCCc3ccccc3)SC2)c(C)n1-c1c(C)n(C)n(-c2ccccc2)c1=O	0	5	-4	1	-4	-14	-3	-5	-14	2
COc1ccc(CN2C(=O)C(CC(=O)NCCc3ccccn3)CC(C(=O)N3CCCCCC3)=C2C)cc1 (configuration not stated)	0	-2	-2	-4	-7	3	1	1	13	1
CC1(C(=O)NCCC#N)CCN1C(=O)Cc1ccc(-c2ccccc2)cc1 (configuration not stated)	6	1	2	-6	-3	1	-2	3	-7	-4
COc1cccc(C(=O)Nc2ccc(F)cc2F)c1	9	6	10	4	5	0	2	1	-9	-3
Cc1noc(C)c1NC(=O)N(C)C[C@@H]1Oc2ncc(Br)cc2C(=O)N([C@@H](C)CO)C[C@H]1C	-4	-3	0	-22	0	-2	3	-11	6	-4
O=C(O)Cc1ccc(C(=O)CSc2ccccc2)s1	-3	9	5	-7	-6	-13	-6	-14	0	-1
O=C(c1ccco1)N1CCN(C(=O)C2CC(c3ccc(Cl)c(Cl)c3)=NO2)CC1 (configuration not stated)	-12	5	-2	6	-2	0	-1	14	9	-1
CCOc1ccccc1C(=O)NCC(=O)NCC(C)(C)N1CCOCC1	4	-2	5	4	11	-2	2	7	-1	2
O=C(NC1CC1)C1=C[C@H](c2c[nH]c3ccccc23)C[C@H](OCc2ccc(CO)cc2)O1	-5	1	7	-19	-3	-30	-29	9	-3	-4
Cc1ccc(Nc2cc(=O)[nH]c(=O)[nH]2)c(C)c1	0	-6	9	3	2	0	1	6	2	-3
Brc1ccc(Nc2ncnc3[nH]ncc23)cc1	-4	-5	17	2	0	-19	-9	-6	2	-3
NC(=O)NC(=O)COC(=O)c1sc2ccccc2c1Cl	-3	-211	4	-5	6	-9	-1	-10	-14	-7
O=C(O)CCc1ccc(S(=O)(=O)N2CCOCC2)cc1	-1	-1	7	2	0	3	2	3	11	-2
COc1ccc(NC(=O)CSc2nnnn2C2CCCC2)cc1	8	3	3	-6	-2	0	-1	1	1	1
CC(=O)Nc1ccc(NC(=O)C2CC(=O)N(c3ccccc3Cl)C2)cc1 (configuration not stated)	-1	-5	0	6	1	-5	3	-6	-11	1
CCCCNC(=O)Nc1ccc(C2SCCS2)cc1	-4	-4	-10	-2	0	-2	-1	7	-1	-5
CN(NC(=O)Nc1ccc(Cl)cc1)c1c(Cl)c(Cl)nn1C	-1	-3	-5	5	3	-5	1	6	-1	-6
Cc1ccc(S(=O)(=O)N2CCCCC2CCNC(=O)C(=O)NCc2ccccc2C)cc1 (configuration not stated)	-1	0	10	3	0	0	5	-1	6	2
CCCCN=c1sc(C(=O)OC)cc(=O)n1CCCC	9	4	12	0	-2	4	0	8	-13	-2
Cc1ccc(NC(=O)CSc2nc3ncc(Cl)cc3[nH]2)c(C)c1	-2	-39	-3	-1	-5	-4	3	0	13	-3
COc1ccc(CNC(=O)/C=C/c2ccc(OCCCF)cc2)cc1OC	-2	4	-5	-3	-4	-1	5	-6	10	5
COCCCn1c(=N)c(C(=O)NCc2ccc3c(c2)OCO3)cc2c(=O)n3ccccc3nc21	7	-2	-2	-106	-6	-29	-22	14	0	-31
O=C1CC(SCCc2nc3ccccc3[nH]2)C(=O)N1c1ccc(F)c(Cl)c1 (configuration not stated)	1	-4	-3	-8	-2	-2	-1	-5	-14	-1
O=C(NCc1ccncc1)c1nnc(Cc2c(F)cccc2Cl)o1	0	0	-11	-3	2	2	4	-4	12	-5
COc1ccccc1-n1c(SCC(=O)N2CCCCC2)nc2cccnc21	7	6	5	0	-1	2	0	0	-7	-2
Cc1nc(C)c(-c2nnc(-c3ccccc3Cl)o2)cc1C(=O)NN	-2	0	6	5	-3	-13	-5	-2	2	-1
CCCS(=O)(=O)NC(=O)C1(C)CCN(C(=O)c2cc(C)n(C(C)(C)C)n2)C1 (configuration not stated)	4	-1	-7	-5	4	2	0	-6	-15	-3
Nc1ccc(NC(=O)NC2CCCCC2)cc1	1	8	7	-1	2	-2	4	5	3	-1
O=[N+]([O-])c1ccc(NN=CC2CCCCCC2)c([N+](=O)[O-])c1	4	3	-8	1	2	5	8	-5	15	2
Nc1cc(=O)[nH]c(SCC(=O)Nc2cccnc2Cl)n1	-5	-4	15	9	4	-5	1	-3	6	0
Nc1nnc(/C=C/c2ccccc2)s1	-5	0	4	-139	4	-32	-33	-14	-6	-46
COc1ccc(N=Cc2c(O)cc(C)oc2=O)cc1	-2	12	7	2	-5	-1	-2	-20	1	2
Cc1ccc(N2C(N)=C(C#N)C(c3ccsc3)C3=C2CC(C)(C)CC3=O)cc1 (configuration not stated)	-3	6	6	-18	-7	-19	-17	-3	-2	-4
O=C(O)CCCNS(=O)(=O)c1ccc(F)cc1	-7	-1	-7	1	3	6	9.7*	0	2	0
O=C(CCCCCN1C(=O)CCC1=O)Nc1ccc(Br)cc1F	-5	-1	0	7	-2	7	3	-8	9	1
CCOc1ccc(C2=Nn3c(CC)nnc3SC2)cc1	-3	-3	-5	-16	6	-6	-1	-4	4	-4
Following part
SMILES	Tn6 DDE FP	SIAE inh	TDP2 inh	ADAM10 inh	Tn7 DDE FP	PLCb3 inh	PLC-gamma1 inh	ASAP1 inh	ARFGAP1 inhibitor	ADAM17 inh
O=C(NC1CCCCCCC1)c1cccc(S(=O)(=O)N2CCOCC2)c1	-3	3	-7	-2	-5	-1	6	4	6	2
CCCOc1ccc(C(=O)Nc2ccc(N3CCN(C(=O)c4ccco4)CC3)cc2)cc1	3	-8	11	-11	-4	-2	1	11	-13	1
c1ccc(COc2ccc(Oc3nc(N4CCCCC4)nc(N4CCOCC4)n3)nn2)cc1	-7	-3	-1	2	-7	1	2	-9	5	0
Cc1ccc(S(=O)(=O)c2nc(-c3ccc(F)cc3)oc2SCC(N)=O)cc1	3	-5	3	3	-2	2	1	7	-5	1
CSc1ccc(/C=C(/NC(=O)c2ccccc2)C(=O)NCCN2CCOCC2)cc1	-4	3	9	-20	0	-20	-10	7	0	-1
COc1ccc(N2CCN(C(=O)c3ccc(-n4nc(C)cc4C)cc3)CC2)cc1	-2	1	2	8	0	3	4	6	3	0
CCCn1c(=O)c(F)cn(Cc2ccc(OC)c([N+](=O)[O-])c2)c1=O	4	5	-15	0	2	12*	4	-1	-3	5
CCn1cc(Cl)c(C(=O)Nc2ccc(OC)c(OC)c2)n1	-2	0	11	-2	0	0	1	-6	-3	-1
O=C(Oc1ccccc1[N+](=O)[O-])c1cccnc1	5	2	6	3	-6	-3	2	-9	5	-1
CCCCNC(=O)CSc1nc(Cc2ccccc2)nc2ccccc12	-3	-2	-12	7	4	-18	-2	0	0	1
Cc1sc2nc(CN3CCCCC3)nc(Cl)c2c1C	4	3	8	-10	-2	-4	-3	-11	3	-1
CCN1CCN(S(=O)(=O)c2cc(C(=O)O)ccc2Cl)CC1	7	-7	-5	-1	-5	-7	-1	-2	10	-1
O=c1oc(/C=C/c2ccccc2)nc2ccccc12	-1	-9	3	-10	-3	-2	-1	6	-2	1
O=C(CC1(O)C(=O)Nc2cc(Cl)cc(Cl)c21)c1ccncc1 (configuration not stated)	-4	-3	8	10	-2	-2	2	5	-2	0

Screening results deposited in PubChem BioAssay by The Scripps Research Institute Molecular Screening Center.
